Nrf2 activator: qHTS of Nrf2 Activators; AREc32 ARE-luciferase reporter (MCF7-derived line), luminescence, 24 h; Potency, µM (highest dose often 46.1 µM), inactives show at the top dose activation, most hits filed as activators; 410,000 compounds, 0.31% hits; note: potency is the fitted concentration of half-maximal effect; % of control where 0% means no effect; nearly all actives have a fitted effect of over 65% in size
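For detection, Steady-Glo was added and plates sat 30 min at RT; before that, AREc32_Fluc cells grown overnight in OPTI-MEM/5% FBS had been treated with 23 nL compound for 24 hr at 37 deg C.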
HepG2 viability: qHTS for Inhibitors of TGF-b: Cytotox Counterscreen | HepG2 CAGA-GFP viability, ATP luminescence, 18 h | Potency, µM (top dose mostly 46.1 µM), for the others: at the highest dose activity change, negative = cytotoxicity, actives largely listed as cytotoxic | 410,000 compounds, 0.76% hits | AID 588856, 2011; note: potency is the fitted concentration of half-maximal effect; some results filed as inactive show a strong effect at the top dose
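HepG2 CAGA-GFP cells (1000/well, DMEM with 1% FBS) received compound, then TGF-beta at 500 pg/mL final, and were incubated 18 hours at 37 degrees C. Viability was read by CellTiter-Glo luminescence. Media-only wells were set as complete cell-killing and DMSO as no toxicity.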
A549 viability: Nrf2 qHTS screen for inhibitors: counterscreen for cytotoxicity | A549 ARE-Fluc cells, CellTiter-Fluor viability, 18-24 h | AID 504648, 2011 | Potency, µM (doses to about 46 µM), without a hit: at the highest dose activity change, negative = cytotoxicity, actives largely listed as inhibitors | 390,000 compounds, 0.16% hits; note: potency is the fitted concentration of half-maximal effect; % is set by controls: 0 for no effect and ±100 for the full control effect
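A549 ARE_Fluc cells in 5% FBS OPTI-MEM were exposed to compounds in concentration-response for 18-24 h at 37 deg C. Viability was read by CellTiter-Fluor fluorescence (Ex 405/Em 525) after 30 min, before the luciferase read.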
S2 tox: Viability Counterscreen for Primary qHTS for Inhibitors of ATXN expression; S2 cells (HEK-293 line with an ATXN2-luciferase reporter) viability, CellTiter-Fluor protease fluorescence, 24 h; 400,000 compounds, 0.49% hits; AID 651635, 2014; Potency, µM (series often up to 56.7 µM), most hits filed as cytotoxic; note: potency is the fitted concentration of half-maximal effect; nearly all actives have a fitted effect of over 40% in size
Nrf2 inh: Nrf2 qHTS screen for inhibitors | 360,000 compounds, 2.1% hits | A549 ARE-Fluc reporter, luciferase luminescence, 18-24 h | Potency, µM (doses to about 46 µM), for inactives: at the top dose activity change, negative = inhibition, usual class: inhibitors; note: potency is the fitted concentration of half-maximal effect; % is set by controls: 0 for no effect and ±100 for the full control effect; nearly all actives have a fitted effect of over 60% in size
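Cells were seeded and rested 2 h, then exposed to compounds for 18-24 h. CellTiter-Fluor was read first as a viability measure. BugLite was added 15 min before the final luminescent read of ARE-luciferase activity in A549 cells.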
Akt phos inh: HTS Assay for Inhibitors of Akt Phophorylation: Primary Screen; 360,000 compounds, 0.32% hits; Neuro2A IGF-stimulated pAkt S473 HTRF, 20 min; active compounds read low; AID 651550, 2012; activity change, % for hits at 50 µM; in the data active = activity change below about -80%; inconclusive = mostly about -51% to -80%; note: % is set by controls: 0 for no effect and ±100 for the full control effect
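Neuro2A cells in DMEM with 0.5% FBS, overnight at 37 deg C, given compound at single 50 µM final, then IGF (6 nM final) for 20 min at 37 deg C. Lysed; phospho-Akt Ser473 by HTRF after 24 h, 665/615 ratio.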
CCT chaperon mod: High-Throughput Screening for Modulators of Cytosolic Chaperonin Activity | purified chaperonin ATPase assay, HTRF ADP detection, 30 min | activity change, % (test concentration not listed), hits read low | AID 651819, 2012 | 360,000 compounds, 0.3% hits; in the data active = activity change below about -30%; note: % is set by controls: 0 for no effect and ±100 for the full control effect
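We incubate TRiC, 40 or 20 nM final, with library compounds at 76 uM and 10 uM ATP for 30 min at 37 °C. ADP formed is detected with Transcreener HTRF reagents after 30 min at room temperature.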
TGFb SMAD3 inh: qHTS for Inhibitors of TGF-b. 410,000 compounds, 1.2% hits. Potency, µM (doses to about 46.1 µM), inactives show at the top dose activity, negative = inhibition, actives largely listed as inhibitors. HepG2 CAGA-GFP TGF-b/SMAD3 reporter, GFP fluorescence, 18 h; TGF-beta stimulated, 500 pg/mL final. AID 588855, 2011; note: potency is the fitted concentration of half-maximal effect; % is set by controls: 0 for no effect and ±100 for the full control effect; nearly all actives have a fitted effect of over 65% in size
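Using HEPG2 CAGA-GFP reporter cells at 1000 cells/well, we pinned test compounds, stimulated with recombinant TGF-beta (500 pg/mL final) and measured total well GFP after 18 h.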
MmCpn inh: Inhibitors of TCP-1 ring complex (TRiC) of Methanococcus maripaludis (MmCpn): qHTS | AID 504842, 2011 | 330,000 compounds, 0.031% hits | Chaperonin Mm-Cpn (Methanococcus maripaludis) | purified Mm-Cpn ATPase, ADP Transcreener TR-FRET | Potency, µM (titrated, usually from 76.9 µM), without a hit: at the highest dose activity, negative = inhibition, hits mostly inhibitors; note: potency is the fitted concentration of half-maximal effect; % is set by controls: 0 for no effect and ±100 for the full control effect; nearly all actives have a fitted effect of over 80% in size
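ATPase turnover read by TR-FRET ADP competition (Eu cryptate antibody/ADP-d2, 665/590 nm): 10uM ATP final, 25nM Mm-CPN final, 30 min 37degC after 10-min compound preincubation, pH 7.4 Tris/KCl/MgCl2/DTT buffer.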
An asterisk follows results filed as active; i = inactive; ? = inconclusive; / = no result given; [ ] = dose if it differs, or a comment. Unless noted, calls come from the whole dose curve; as a rule, active = well fitted curve in the direction sought with a large enough effect; inconclusive = small, poorly fitted or top-dose-only effect, or another doubt; inactive = no such curve, though single readings can be large; an effect the other way counts as inactive or inconclusive.

SMILES	Nrf2 activator	HepG2 viability	A549 viability	S2 tox	Nrf2 inh	Akt phos inh	CCT chaperon mod	TGFb SMAD3 inh	MmCpn inh
NNc1ncnc2scc(-c3ccc(Cl)cc3)c12	3.3%	-30%	1%	i	-17%	i	-2.1	-39%	2%
CCOc1ccc(CNC(=O)c2ccc3c(c2)c(C)c(C)n3Cc2ccc(Cl)cc2)cc1	-0.9%	-19%	-17%	/	?	/	/	0%	/
CCOC(=O)C(Oc1ccc2c(-c3ccccc3)cc(=O)oc2c1C)c1ccccc1 (stereo not drawn)	-0.4%	3%	0%	i	-1%	i	-3.8	0%	3%
CCCn1c(N)c(C(c2ccc(OC)cc2)N2CCN(c3ccccc3)CC2)c(=O)[nH]c1=O (stereo not drawn)	4.1%	7%	-2%	i	/	i	-1.0	2%	1%
O=C(CC1C(=O)NCCN1C(=O)Nc1ccc(F)cc1)Nc1cc(Cl)ccc1Cl (stereo not drawn)	0.8%	-8%	2%	?	3%	i	0.4	-7%	2%
COc1ccc(C(=O)Nc2ccc(O)c3c(=O)cc(-c4cccc(Cl)c4)oc23)cc1	3.5%	-6%	-12%	4.5µM*	?	i	-1.1	-1%	-2%
CC(C)OC(=O)c1c(NC(=O)CCC(=O)O)sc2c1CCCCC2	4.6%	2%	-15%	i	-17%	i	1.1	?	1%
Cc1ccc(NC(=O)CS(=O)CC(=O)NCC2OCCc3ccccc32)c(C)c1 (stereo not drawn)	-0.6%	-10%	-2%	i	0%	i	-1.8	-4%	-3%
CCC(C)c1ccc(NC(=S)NC2CCN(Cc3ccccc3)CC2)cc1 (stereo not drawn)	-1.4%	14µM*	-23%	?	-18%	i	2.3	10µM*	1%
COC(=O)c1ccc(C(=O)N2CCCC(Nc3ccc(F)c(F)c3)C2)cc1 (stereo not drawn)	-0.4%	2%	1%	i	11%	i	-0.7	8%	1%

Taken from above:
Reading of `CCCn1c(N)c(C(c2ccc(OC)cc2)N2CCN(c3ccccc3)CC2)c(=O)[nH]c1=O` (stereo not drawn) under CCT chaperon mod: -1.0
Reading of `CCC(C)c1ccc(NC(=S)NC2CCN(Cc3ccccc3)CC2)cc1` (stereo not drawn) under CCT chaperon mod: 2.3
Reading of `Cc1ccc(NC(=O)CS(=O)CC(=O)NCC2OCCc3ccccc32)c(C)c1` (stereo not drawn) under Nrf2 inh: 0%

TGFb SMAD3 inh, what is marked active above
| Molecule | Nrf2 activator | Akt phos inh | CCT chaperon mod | TGFb SMAD3 inh | MmCpn inh |
| --- | --- | --- | --- | --- | --- |
| CCC(C)c1ccc(NC(=S)NC2CCN(Cc3ccccc3)CC2)cc1 (stereo not drawn) | -1.4% | i | 2.3 | 10µM* | 1% |

(more compounds)
SMILES	Nrf2 activator	HepG2 viability	A549 viability	S2 tox	Nrf2 inh	Akt phos inh	CCT chaperon mod	TGFb SMAD3 inh	MmCpn inh
CN1CCN(CC(O)(c2ccc(Cl)cc2)c2ccc(Cl)cc2)CC1	15%	-32%	0%	i	15%	i	-2.1	?	-1%
CCOc1ccc(NC(=O)CN(C)C(=O)c2ccccc2OCCOc2ccccc2)cc1OCC	0.1%	7%	-9%	i	?	i	-0.9	0%	2%
O=C(NCCc1ccccc1)/C(=C\c1ccc([N+](=O)[O-])cc1)NC(=O)c1ccc(Br)cc1	0.2%	-13%	-11%	i	-23%	i	2.3	-4%	-5%
O=C(N/N=C\c1ccccn1)c1cccc(C(=O)N/N=C\c2ccccn2)n1	3.0%	-7%	7%	i	9%	i	-2.5	2%	/
NCCCn1c(C(=O)c2ccc(Cl)cc2)c2ccc(C(F)(F)F)cc2[n+]1[O-]	10%	-46%	-7%	i	11%	i	-1.3	18%	-6%
CC(=O)Nc1ncc(Cc2cc(Cl)ccc2Cl)s1	5.0%	1%	2%	i	7%	i	0.8	?	4%
COc1ccc(OCCCNCCc2ccccc2)cc1	0.4%	0%	4%	i	3%	i	-2.6	0%	1%
O=C(Cn1c(C(F)(F)F)nc2ccccc21)Oc1cccc(C(F)(F)F)c1	-0.9%	-24%	10%	i	/	i	-0.7	43%[activator]	2%
C=CCn1c(SCC(=O)Nc2ccc(OC)cc2)nnc1-c1cnccn1	0.2%	-6%	-1%	i	1%	i	-0.3	4%	2%
Cc1csc(NC(=O)C2CC(=O)N(c3ccc(C)c(C)c3)C2)n1 (stereo not drawn)	0.0%	-6%	0%	i	12%	i	-1.8	-4%	1%
C=CCN1C=CC(=C/C=C(/C#N)C(=O)OCC)C=C1	-0.4%	-26%	-2%	i	?	i	-0.7	104%[activator]	-9%
CCC(=O)Nc1cc(OC)cc(OC)c1	-0.4%	1%	2%	i	1%	i	-1.2	4%	0%
COc1ccc(Cl)cc1C(=O)NNC(=O)c1csc(N2CCOCC2)n1	-0.1%	-27%	-2%	i	16%	i	0.9	-4%	1%
Cc1ccc(CNc2ccc([N+](=O)[O-])cc2C(N)=O)cc1	8.8%	15%	-11%	?	20%	i	0.1	20%	3%
Cc1ccc(Sc2cc(Cl)nc(N)n2)cc1	1.8%	-4%	0%	i	/	i	-3.5	-6%	-3%
CCOc1ccc(OCc2ccc(C(=O)N3CCCCC3)o2)cc1	0.1%	-18%	-4%	i	-10%	i	-0.1	0%	-1%
COc1ccc(C(=O)COC(=O)c2sccc2C)cc1OC	3.7%	-19%	-5%	?	2%	i	-1.3	23%	-1%
COc1ccc(C(C)C)cc1S(=O)(=O)Nc1ncn[nH]1	-0.7%	-6%	-2%	i	?	i	-1.3	-17%	-4%
Cc1ccccc1NC(=O)CN1C(=O)COc2ccc(Cl)cc21	0.0%	6%	-2%	i	-3%	i	0.5	?	-4%
O=C(CCSCCc1ccccn1)Nc1ccc(Br)cc1F	-0.8%	10%	17%	i	15%	i	-2.2	-12%	5%
COc1cccc(-c2cc(NC=O)c3ncc(-c4ccc(F)c(Cl)c4)n3c2)c1	3.6%[9.22 µM]	-31%	/	i	/	i	-3.8	?	/
COCc1cc(Sc2cccc(Cl)c2Cl)nc(-c2ccccc2)n1	0.1%	-5%	4%	i	/	i	-1.8	?	-1%
CC(C)(C)C(=O)N1CCN(c2nc3ccc(Cl)cc3s2)CC1	3.0%	3%	-4%	?	?	i	-0.4	0%	2%
O=C(CCNC(=O)N1CCn2c1nc1ccccc12)NCc1ccccc1	-0.7%	13%	-3%	i	8%	/	-0.2	-12%	0%
COc1ccc(OC)c(/C=N/NC(=O)CN2CCSCC2)c1	-0.6%	-27%	6%	i	8%	i	0.9	-4%	-2%
O=C1C(N2CCOCC2)=Cc2cccc3cccc1c23	?	-2%	/	?	/	i	0.1	41%[activator]	/
CC1CCC(CN2C(Nc3ccccc3)=NC[C@@H]2C)CC1 (stereo partly drawn)	-0.4%	4%	-6%	i	11%	i	-0.8	9%	-1%
Cc1ccc(-c2csc(NC(=O)/C=C/c3ccco3)c2C(=O)O)cc1	12%	-16%	-13%	i	?	i	-3.6	1%	2%
O=C(CCc1nc2ccccc2c(=O)[nH]1)NNC(=O)c1ccccc1Cl	0.8%	35%	1%	i	2%	i	-0.4	2%	1%
COc1ccc(CC(=O)Nc2ccccc2C(=O)N2CCOCC2)cc1OC	5.0%	-5%	-1%	i	-5%	i	-0.8	-3%	2%
Cc1cccc(C)c1OCC(=O)NCC1(N(C)C)CCCCC1	0.0%	3%	3%	i	-3%	/	/	1%	/
CCOc1ccccc1NC(=O)N1CC(C)Oc2ccc(Cl)cc21 (stereo not drawn)	5.0%	-8%	1%	/	-1%	/	/	-16%	/
CC(C)C[C@@H]1COc2cccc(N3CCC[C@H]3CO)c2S(=O)(=O)N1	-0.3%	/	/	i	/	i	0.7	/	/
Cn1cccc1C(=O)NC(=O)COC(=O)CC12CC3CC(CC(C3)C1)C2	-0.1%	-1%	1%	i	/	i	-1.5	-4%	0%
CCCNS(=O)(=O)c1ccc(OCC(=O)Nc2ccc3c(c2)OCCO3)c(C)c1	0.5%	-20%	7%	i	-24%	i	-3.7	-1%	1%
CCCCN1C(=O)C(O)(CC(=O)c2ccccc2OC)c2ccccc21 (stereo not drawn)	0.0%	9%	-4%	i	6%	i	-1.1	11%	-2%
CC(C)C(NC(=O)c1ccc(Cl)cc1Cl)C(=O)N1CCN(S(=O)(=O)c2ccccc2)CC1 (stereo not drawn)	-0.2%	12%	-11%	i	13%	i	-1.3	27%	1%
O=C(CCn1c(=S)oc2ccccc21)Nc1cccc(F)c1	2.9%	1%	-4%	i	4%	i	0.5	15%	-1%
CS(=O)(=O)N1CCN=C1SCc1ccc(Br)cc1	-0.3%	-1%	2%	i	10%	/	-0.8	23%	-1%
CCOc1ccc(/C(O)=C2/C(=O)C(=O)N(CCN(CC)CC)C2c2ccco2)cc1 (stereo not drawn)	0.2%	1%	10%	i	12%	i	1.4	13%	-4%
CC(=O)NCCNc1nc2cc(-c3ccc(C)cc3)sc2c(=O)n1C	5.8%	-36%	/	i	/	i	-1.9	?	/
COC(=O)c1ccccc1S(=O)(=O)NNC(=O)c1ccccc1-n1cccc1	-0.8%	1%	-1%	i	3%	i	-1.8	58%[activator]	-3%

Screening data from PubChem BioAssay.
